TDP1 cell noCPT: qHTS for Inhibitors of human tyrosyl-DNA phosphodiesterase 1 (TDP1): qHTS in cells in absence of CPT | Potency, µM (series often up to 46.2 µM), for inactives: top-dose activity change, negative = growth inhibition, actives largely listed as inhibitors | DT40 Tdp1-/- hTDP1 cells, no CPT, ATP luminescence, 48 h | AID 686978, 2013 | 15% of 420,000 active; note: nearly all actives have a fitted effect of over 55% in size
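Luminescent ATP content (CellTiter-Glo) served as the growth readout. Knockout chicken DT40 cells expressing human TDP1 were exposed to compounds without camptothecin for a minimum 48 hr at 37 °C.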
TDP1 inh: blocks human tyrosyl-DNA phosphodiesterase 1; Q9NUW8; recombinant TDP1, AlphaScreen DNA substrate cleavage; Potency, µM (doses to about 130 µM), for inactives: at the top dose activity change, negative = inhibition, hits mostly inhibitors; 0.28% of 350,000 active; note: nearly all actives have a fitted effect of over 40% in size
Target sequence (Q9NUW8 whole entry, looked up): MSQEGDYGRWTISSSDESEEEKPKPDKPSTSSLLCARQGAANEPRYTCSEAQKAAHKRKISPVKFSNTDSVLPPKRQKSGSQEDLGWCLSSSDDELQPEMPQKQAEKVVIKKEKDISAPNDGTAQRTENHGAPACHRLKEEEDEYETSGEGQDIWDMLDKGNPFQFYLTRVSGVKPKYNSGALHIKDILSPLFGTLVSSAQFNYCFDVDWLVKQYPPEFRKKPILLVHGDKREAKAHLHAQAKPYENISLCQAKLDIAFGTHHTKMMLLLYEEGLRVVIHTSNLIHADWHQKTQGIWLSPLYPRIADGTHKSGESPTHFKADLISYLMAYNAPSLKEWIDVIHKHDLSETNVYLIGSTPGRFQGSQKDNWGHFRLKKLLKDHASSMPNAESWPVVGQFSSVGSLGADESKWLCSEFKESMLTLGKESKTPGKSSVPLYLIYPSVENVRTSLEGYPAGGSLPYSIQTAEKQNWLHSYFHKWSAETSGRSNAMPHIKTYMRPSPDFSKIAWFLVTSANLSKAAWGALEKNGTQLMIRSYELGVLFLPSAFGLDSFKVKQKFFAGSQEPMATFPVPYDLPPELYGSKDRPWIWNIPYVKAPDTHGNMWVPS
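Compounds were preincubated with Tdp1 (1 nM final) for 15 min at room temperature before substrate (15 nM final) started a 5 min reaction; beads (10 ug/ml final) were then added for 10 min before AlphaScreen detection.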
DT40 TDP1 CPT: growth inhibition of DT40 Tdp1-/-;hTDP1 cells with camptothecin (screen for TDP1 inhibitors); chicken DT40 Tdp1-/-;hTDP1 cells + 20 nM CPT, ATP luminescence, 48 h; Potency, µM (series often up to 46.2 µM), for inactives: top-dose activity change, negative = growth inhibition, hits mostly inhibitors; 12% of 420,000 active; AID 686979; note: nearly all actives have a fitted effect of over 55% in size
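Chicken DT40 Tdp1-/- cells complemented with human TDP1, 400 cells/well, exposed to compounds plus 20 nM camptothecin for at least 48 h at 37 C; viability read as ATP content by CellTiter-Glo luminescence.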
The depositor's hits bear a star; ? = inconclusive; nt = not tested or not shown; [ ] = another dose, or the depositor's remark. Calls come from the whole dose curve; as a rule, active = well fitted curve in the direction sought with a large enough effect; inconclusive = small, poorly fitted or top-dose-only effect, or another doubt; inactive = no such curve, though single readings can be large; an effect the other way counts as inactive or inconclusive. % is set by controls: 0 for no effect and ±100 for the full control effect; potency is the fitted concentration of half-maximal effect.

Fields – TDP1 cell noCPT, TDP1 inh, DT40 TDP1 CPT
COc1ccccc1Cc1nc2ccccc2nc1SCC(=O)NCc1ccc(C)cc1
    0.8%, 2.7%, -7.7%
O=C(O)C(c1ccccc1)N1C(=O)c2ccccc2C1=O (configuration not stated)
    -5.4%, 4.5%, 1.4%
COc1ccc(OC)c(NC(=O)C2CCCN(S(=O)(=O)c3ccc4[nH]c(=O)ccc4c3)C2)c1 (configuration not stated)
    23.1µM*, -5.1%, ?
COc1ccc(C(=O)N2CCN(S(=O)(=O)c3ccc(C)cc3C)CC2)cc1OC
    ?, 0.0%, -23.9%
CC(C)N(Cc1nc(-c2ccc(Cl)cc2)no1)C(=O)CCCN1C(=O)c2ccccc2C1=O
    -25.7%, 1.2%, ?
Cc1cccc(NC(=O)CSCC(=O)Nc2ccc(S(=O)(=O)N3CCCC3)cc2)c1
    -26.8%, nt, -2.5%
Cc1coc(C)c1C(=O)CC1(O)C(=O)N(CCc2ccccc2)c2ccccc21 (configuration not stated)
    ?, 2.2%, ?
CCN(CC)C(=O)c1sc(N)c(C(=O)OC(C)C)c1C
    -13.0%, 3.2%, -22.4%
O=C(OCc1cn([C@@H]2CN(CC3CCCCC3)[C@@H](c3ccccc3)C[C@H]2O)nn1)c1ccccc1
    18.4µM*, nt, ?
Cc1[nH]c2ccc(C(=O)N3CCN(C)CC3)cc2c1C
    -6.3%, 6.4%, 8.0%
COc1ccc(N(Cc2ccccc2)C(=O)c2ccccc2[N+](=O)[O-])cc1
    9.2µM*, 1.6%, ?
c1ccc(-c2[nH]ncc2-c2nc3ccccc3[nH]2)cc1
    6.2%, 4.2%, -1.2%
COC(=O)[C@@]12CCCCN1[C@H](c1ccc(-c3cccc(Cl)c3)c(OC)c1)[C@@H]1C(=O)N(C)C(=O)[C@@H]12
    20.6µM*, 0.1%, ?
CCCCN(Cc1ccco1)C(=O)C1CCCN(c2ncnc3c2nc2n3CCCCC2)C1 (configuration not stated)
    14.6µM*, 8.7%, 16.4µM*
O=C(Cn1c(=O)n(-c2ccc(F)c(Cl)c2)c(=O)c2sc3ccccc3c21)NC1CCCCC1
    -2.0%, 3.8%, -20.1%
Cc1ccc(-c2nn3c(-c4ccccc4)nnc3o2)cc1
    ?, nt, ?
C=CCNC(=O)c1cc(-c2cccnc2)nc2ccccc12
    -7.2%, nt, -2.6%
CC(=O)Nc1ccc(S(=O)(=O)NCc2nc(-c3ccccc3)no2)cc1
    -10.4%, 10.9%, -3.3%
C[C@@H]1CN([C@H](C)CO)C(=O)c2cc(NC(=O)c3ccncc3)ccc2O[C@@H]1CN(C)C(=O)Nc1ccccc1
    -6.2%, ?, 8.0%
O=C(Nc1c2c(nc3ccccc13)CCCC2)c1cccc([N+](=O)[O-])c1
    -29.3%, 0.0%, -6.3%

Record cards, as listed above. Values in the order: TDP1 cell noCPT | TDP1 inh | DT40 TDP1 CPT
Profile of O=C(Cn1c(=O)n(-c2ccc(F)c(Cl)c2)c(=O)c2sc3ccccc3c21)NC1CCCCC1 → -2.0% | 3.8% | -20.1%
Profile of Cc1coc(C)c1C(=O)CC1(O)C(=O)N(CCc2ccccc2)c2ccccc21 (configuration not stated) → ? | 2.2% | ?
Profile of CC(C)N(Cc1nc(-c2ccc(Cl)cc2)no1)C(=O)CCCN1C(=O)c2ccccc2C1=O → -25.7% | 1.2% | ?

(cont.)
Fields – TDP1 cell noCPT, TDP1 inh, DT40 TDP1 CPT
CCCNC(=O)Nc1ccc2c(c1)nc(C)n2C
    -0.5%, 4.8%, -0.4%
CCc1ccccc1N1CCN(S(=O)(=O)c2ccc(F)c(C)c2)CC1
    20.6µM*, 7.0%, ?
Cc1ccc(NC(=O)NC2CC(=O)N(c3ccc4c(c3)OCCO4)C2)c(C)c1 (configuration not stated)
    -9.3%, 1.1%, 12.8%
CCOC(=O)c1c(NC(=O)CSc2nnc(C)s2)sc2c1CCN(C)C2
    ?, -12.0%, ?
Brc1cccc(-c2nc3c4ccccc4ccn3c2Cc2ccsc2)c1
    ?, nt, 25.9µM*
Cn1nccc1NC(=O)c1nccnc1C(=O)O
    5.3%, 2.9%, 9.4%
CC(NC(=O)CN1CCN(c2cccc(Cl)c2)CC1)c1ccccc1 (configuration not stated)
    -25.5%, nt, ?
CCCn1c(=O)[nH]c2nc(-c3ccc(S(=O)(=O)O)cc3)[nH]c2c1=O
    -10.8%, 7.5%, -19.6%
O=c1c(-c2ccco2)[n+]([O-])c2ccccc2n1OCc1ccccc1[N+](=O)[O-]
    ?, 3.1%, ?
CCN1CCN(CCCNC(=O)C2CCCN(c3nc4c(C)cc(C)cc4s3)C2)CC1 (configuration not stated)
    20.6µM*, nt, 23.1µM*
COc1ccccc1CNC(=O)[C@@H]1CCCN1S(=O)(=O)c1ccc(C)cc1
    -27.1%, -2.7%, -28.9%
Cc1cc(C)nc(/N=C(\N)Nc2ccccc2-c2ccccc2)n1
    11.6µM*, 6.0%, 16.4µM*
CCOC(=O)c1ccc(NC(=O)c2cc3cc(C)ccc3n2C)cc1
    ?, -1.6%, ?
COc1cccc(CN(C)C(=O)c2cccc(NC(=O)CC3SC(N4CCCCC4)=NC3=O)c2)c1OC (configuration not stated)
    18.4µM*, 2.1%, ?
COc1ccccc1NC(=O)CNS(=O)(=O)c1ccccc1
    3.4%, -9.3%, 5.2%
Cc1ccccc1SCC(=O)OCC(=O)NCCNC(=O)COC(=O)CSc1ccccc1C
    -0.2%, -8.9%[0.505 µM], -0.9%
CC(C)N=C1SC(CC(=O)Nc2ccccc2)C(=O)N1C(C)C (configuration not stated)
    -7.4%, -4.7%, -28.2%
O=C(Cn1c(=O)n(CC(=O)NCc2ccccc2)c2ccccc21)NCc1ccccc1
    -7.2%, 3.3%, -14.6%
O=C(O)CCCCCNS(=O)(=O)c1ccc2c(c1)OCCO2
    11.0%, 1.2%, -14.8%
Cc1ccc(-c2nc3cccnc3s2)cc1NC(=O)C(C)C
    -8.1%, 7.8%, -17.9%
Cc1cccc(NC(=O)c2c([N+](=O)[O-])c(C(C)(C)C)nn2C)c1
    -26.3%, -3.1%, -0.8%
CCOc1ccc(CCN2C(=S)N([C@@H](CC(C)C)CN3CCCC3CN3C(=S)NC[C@@H]3Cc3ccc(O)cc3)C[C@@H]2CC(C)C)cc1 (some centres not stated)
    16.4µM*, nt, ?
C/C(=N\Nc1cc(N2CCCCC2)nc(C)n1)c1ccc(Br)cc1
    5.8µM*, 7.4%, 13µM*
Cc1cccc(C)c1N1C(=O)CN(Cc2ccccc2)C1=S
    -1.9%, nt, -6.5%
O=C(CC[C@H]1O[C@@H](n2cnc3c(NC(=O)c4ccccc4)ncnc32)[C@H](O)[C@@H]1O)NCc1ccco1
    1.0%, nt, 9.9%
COc1ccc(Nc2nc(C)nc3sc4c(c23)CCC4)cc1O
    13µM*, 2.3%, 14.6µM*
CCOC(=O)CNC(=O)c1ccc(Cl)s1
    -3.7%, -5.5%, -0.3%
Cc1cc(Cl)ccc1OCC(=O)Nc1cccc(-c2nc3ccccc3o2)c1
    12.6µM*, nt, ?
CC(=O)c1c(N2CCOCC2)nc(=S)n(-c2cc(C)ccc2C)c1C
    -13.9%, 0.0%, -12.6%
Nc1nc2n(n1)C(c1cccs1)CC(c1ccc(Br)cc1)N2 (configuration not stated)
    3.8%, 3.9%, ?
O=C(NCc1nnc(SCC(=O)N2CCOCC2)o1)c1c(F)cccc1Cl
    4.8%, 3.7%, 19.3%
CCN(CC(=O)Nc1cccc(C(C)=O)c1)S(=O)(=O)c1ccc(OC)cc1
    ?, -4.3%, 1.6%
O=C(NCCc1ccccc1)NC(Cc1ccccc1)C(=O)O (configuration not stated)
    1.9%, nt, -14.9%
O=C(NCC(F)(F)F)c1ccc(S(=O)(=O)N2CCN(C(=O)C3CCCO3)CC2)cc1 (configuration not stated)
    -20.5%, 0.0%, -14.0%
N#Cc1c(-c2cccc(Br)c2)cc(-c2ccco2)[nH]c1=O
    -15.5%, -5.5%, 1.1%
C[C@@H]1CN([C@H](C)CO)C(=O)CCCn2nncc2CO[C@@H]1CN(C)S(=O)(=O)c1cccs1
    -8.4%, nt, -6.1%
C[C@H](NC(=O)Cc1cccc2ccccc12)C(=O)NCc1ccccc1
    -4.6%, 2.7%, -13.6%
CC(C)CC(=O)Nc1ccc(-c2nc3ccccc3c(=O)[nH]2)cc1
    -23.9%, 0.0%, -1.2%
CCC(C)[C@H](N)c1cn([C@@H](Cc2cc3ccccc3[nH]2)C(=O)N2CCNCC2)nn1 (some centres not stated)
    -17.4%, 6.4%, -14.9%
CN(C)C(=O)c1cc2c(c(-c3cccc(-c4ccccc4F)c3)n1)[C@@H](CCO)N(S(C)(=O)=O)C2
    -12.1%, nt, -10.2%
Nc1ccc2c(c1)Cc1cc(N)c(Cl)cc1-2
    -6.2%, nt, 3.4%
COc1cccc2cc(C(=O)Nc3cccc(C)n3)c(=O)oc12
    -15.6%, -1.0%, -3.1%
CN(CC(=O)NCc1ccco1)S(=O)(=O)c1cccc2cccnc12
    5.5%, -1.0%, -28.5%
C#CCOCCOCCOCCNc1nc(N2CCN(C(=O)[C@H]([C@@H](C)O)n3cc(CCCCN)nn3)CC2)nc(N2CCN(C(=O)[C@H]([C@@H](C)CC)n3cc(CCCCN)nn3)CC2)n1
    1.1%, -5.1%, -2.5%
O=C(NCc1ccccc1CN1CCCC1)c1ccc(S(=O)(=O)Nc2ccccc2F)cc1
    ?, nt, -28.7%
O=C(COC(=O)CCC(=O)c1cccs1)NCc1ccc(Cl)cc1
    -1.0%, 4.9%, 9.5%
O=CN1CCN(C(=O)c2cc3cc(Cl)ccc3[nH]2)CC1
    ?, nt, -27.8%
O=C1CC(c2cccs2)Cc2nc(NCC3CCCO3)ncc21 (configuration not stated)
    -25.5%, 1.9%, -10.5%
O=C(NCc1ccccc1)c1cccc(COc2cccc(Cl)c2)c1
    -28.4%, 6.4%, ?
O=C(OCc1csc(-c2ccccc2)n1)c1ccc(O)cc1
    -18.9%, 5.1%, 1.9%
COc1ccc(-c2nc3c4ccccc4ccn3c2CN2CCCCC2)cc1
    ?, 4.8%, ?
COc1ccc(N(CC(=O)NCc2ccc(C)cc2)S(=O)(=O)c2ccccc2[N+](=O)[O-])c(OC)c1
    23.1µM*, 3.0%, ?
O=C(c1cc(COc2ccc3ncccc3c2)on1)N1CCCC1
    6.51µM*, 2.7%, 7.31µM*
CCn1ccc(C(=O)NC2C(=O)N3C(C(=O)O)=C(C)CSC23)n1 (configuration not stated)
    -17.7%, -1.0%, -8.0%
CC1(C(=O)NCc2ccc3c(c2)OCO3)CCN1C(=O)Cc1cccs1 (configuration not stated)
    -5.5%, nt, 2.4%
O=C(N/C(C(=O)N1CCOCC1)=C(\Sc1ncccn1)c1ccccc1)c1ccccc1
    -11.7%, -0.6%, -5.2%
Cc1c(NC(=O)c2ccc(N3CCC(C)CC3)c([N+](=O)[O-])c2)cccc1-c1nc2ccccc2o1
    ?, 1.9%, ?
COc1ccc(N=CC2CCCCC2=O)c([N+](=O)[O-])c1 (configuration not stated)
    ?, nt, ?
COc1cc2[nH]cc(C(=O)NCCc3ccccc3)c(=O)c2cc1OC
    ?, -4.9%, ?
O=c1cc(COc2cccc(C(F)(F)F)c2)nc2sc3c(n12)CCCC3
    -5.1%, 3.8%, -5.1%

The results go on:
Fields – TDP1 cell noCPT, TDP1 inh, DT40 TDP1 CPT
Cc1ccccc1N(CC(=O)N/N=C/c1ccccc1Cl)C(=O)c1ccccc1
    -23.1%, 3.0%, -15.5%
c1csc(CNc2cc(-c3ccoc3)ncn2)c1
    -15.8%, nt, -8.5%
COc1ccc(NC(=S)NNC(=O)COc2ccc(Cl)cc2Cl)cc1
    20.6µM*, 0.0%, ?
COc1cccc(NC(=O)N(Cc2ccco2)C(C)c2cccs2)c1 (configuration not stated)
    -27.8%, 0.5%, -17.3%
CC1CC(=O)N(c2ccc(NCCc3ccccc3)c([N+](=O)[O-])c2)C1=O (configuration not stated)
    -5.3%, 9.2%, 3.8%
CNc1nc(-c2ccccc2)nc(-c2ccc(OC)cc2)c1C#N
    3.5%, 2.3%, 0.4%
Cc1cccc(C)c1NC(=O)C(c1ccnc2ccccc12)n1c(=O)c(-c2ccco2)nc2ccccc21 (configuration not stated)
    16.4µM*, nt, ?
O=C(CSc1nc2ccccc2c(=O)[nH]1)Nc1ccc(N2CCOCC2)cc1
    -31.9%, 2.4%, 16.4µM*
COc1ccc(Cn2c(=O)n(-c3ccc(C)cc3)c(=O)c3c2c2cc(C)ccc2n3C)cc1
    -14.2%, 5.6%, -18.4%
Cc1ccc(CNC(=O)CCCCCn2c(=O)[nH]c3ccccc3c2=O)cc1
    0.82µM*, 1.5%, 0.651µM*
O=C1/C(=C/c2ccccn2)SC(=S)N1Nc1ncc(C(F)(F)F)cc1Cl
    ?, nt, 8.2µM*
CN(C)CCCn1c(SCC(=O)Nc2nccs2)nnc1-c1ccncc1
    -7.9%, 4.6%[0.0935 µM], -27.4%
